# Source: PubChem (several laboratories)
# HTRA1 inh: HTRA1 serine protease inhibitors, primary screen, biochemical, fluorescence polarization, HTS; Q92743; recombinant HTRA1, FP-rhodamine activity-based probe; inhibition, % at 5.96 µM; 340,000 compounds, 0.5% hits; in the data active = inhibition above about 36%;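 note: 0% = enzyme with DMSO and 100% = wells lacking enzyme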
# GC-B act: human GC-B receptor activators, primary screen, HEK293 GC-B cells, cGMP TR-FRET, EC30 CNP; Atrial natriuretic peptide receptor 2 (Homo sapiens), P20594; 0% at EC30 CNP, 100% saturating CNP; activation, % at 10 µM; 370,000 compounds, 0.11% hits; AID 1920062, 2024;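 active = activation at 10 µM reaching about 35% in either raw or pattern-adjusted values, limit read from the data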
# rCAG RNA binder: binders of r(CAG) RNA repeats, primary screen, biochemical, fluorescence. r(CAG) RNA repeat, TO-PRO-1 dye displacement fluorescence. inhibition, % at 3 µM. 370,000 compounds, 1.3% hits;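 active = inhibition above the plate cutoff, the mean of all test compounds on that plate plus 3 SD, cut at about 35% in these data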;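 note: 0% = DMSO alone and 100% = 100 µM mitoxantrone as full dye displacement; higher means more dye released from RNA so lower well fluorescence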
# SIAE inh: human SIAE inhibitors, primary screen, biochemical, fluorescence polarization, FP-Rh probe, 1536-well HTS. inhibition, % at 9.66 µM. 370,000 compounds, 0.69% hits. SIAE FP-Rh probe binding. AID 1053197, 2014. Sialate O-acetylesterase (Homo sapiens), Q9HAT2;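 active = inhibition above a cutoff: mean of compounds within the control limits plus 3 SD of those, cut at about 17% in these data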;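 note: 0% = plate median of compound wells and 100% = probe without SIAE protein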
# MBD2 inh: inhibitors of MBD2 binding to methylated DNA, primary screen, biochemical, TR-FRET, DNA-binding domain, human; MBD2 binding to methylated oligonucleotide; Methyl-CpG-binding domain protein 2 (Homo sapiens), Q9UBB5; 370,000 compounds, 0.31% hits; inhibition, % at 4.4 µM; in the data active = inhibition above about 13%
# PRMT1 inh: PRMT1 methyltransferase inhibitors, primary screen, biochemical, fluorescence polarization; 370,000 compounds, 1.3% hits; AID 652257, 2013; Protein arginine N-methyltransferase 1 (Homo sapiens), Q99873; recombinant PRMT1, activity-based probe fluorescence polarization; inhibition, % at 2.79 µM;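 active = inhibition above about 21% made by adding two undisclosed values, limit read from the data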
# Target sequence (Q99873 whole entry, looked up): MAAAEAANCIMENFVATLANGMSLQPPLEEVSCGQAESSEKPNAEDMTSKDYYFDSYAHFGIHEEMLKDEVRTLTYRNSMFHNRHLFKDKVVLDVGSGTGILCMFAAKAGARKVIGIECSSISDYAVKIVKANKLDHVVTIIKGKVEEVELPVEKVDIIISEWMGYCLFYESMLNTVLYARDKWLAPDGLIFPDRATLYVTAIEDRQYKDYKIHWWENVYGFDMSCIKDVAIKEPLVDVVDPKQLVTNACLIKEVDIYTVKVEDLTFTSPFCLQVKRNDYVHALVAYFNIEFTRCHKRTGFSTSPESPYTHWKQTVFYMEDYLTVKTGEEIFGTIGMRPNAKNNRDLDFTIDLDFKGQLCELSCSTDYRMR
# ABHD4 inh: ABHD4 inhibitors, primary screen, biochemical, fluorescence polarization, mouse; 370,000 compounds, 0.54% hits; (Lyso)-N-acylphosphatidylethanolamine lipase (Mus musculus), Q8VD66; inhibition, % at 8.92 µM; purified mABHD4, FP-Rh probe fluorescence polarization;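 active = inhibition exceeding the mean over every tested compound plus 3 SD, cut at about 30% in these data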;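 note: 0% = plate median of compound wells and 100% = S159A mutant with DMSO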
#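 Assay system: mouse ABHD4 enzyme, wild type / Also added: fluorescent activity-based probe FP-Rh / Doses: single nominal dose of 8.92 µM, 0.89% DMSO final / Timing: 45 min compound pre-incubation plus 60 min probe step, 25 °C / Signal: FP readout, ex 525 nm / em 598 nm / Control set: S159A mutant/DMSO as 100%, compound-well median as 0%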
# TDP2 inh: human TDP2 enzyme inhibitors, primary screen, biochemical, epi absorbance, recombinant enzyme; 370,000 compounds, 0.34% hits; inhibition, % at 12.8 µM; Tyrosyl-DNA phosphodiesterase 2 (Homo sapiens), O95551; T5PNP hydrolysis, p-nitrophenol absorbance 415 nm; AID 720702, 2013;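 active = inhibition above the mean of all tested compounds plus 3 SD, set per campaign, cut at about 25% in these data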;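 note: 0% = DMSO with enzyme and 100% = buffer with substrate but no TDP2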
# Target sequence (O95551 whole entry, looked up): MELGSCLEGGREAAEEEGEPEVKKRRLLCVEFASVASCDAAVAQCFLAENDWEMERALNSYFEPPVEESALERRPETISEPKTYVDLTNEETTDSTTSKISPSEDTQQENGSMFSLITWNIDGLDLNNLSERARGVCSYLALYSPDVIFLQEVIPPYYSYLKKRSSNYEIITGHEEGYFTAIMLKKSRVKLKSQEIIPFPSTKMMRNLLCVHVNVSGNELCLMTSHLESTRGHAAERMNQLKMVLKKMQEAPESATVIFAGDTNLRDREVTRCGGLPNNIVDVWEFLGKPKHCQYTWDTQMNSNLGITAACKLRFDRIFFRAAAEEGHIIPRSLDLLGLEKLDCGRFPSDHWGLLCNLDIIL
#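 Test system: Human TDP2 enzyme | Reagent: 5 mM T5PNP | Compound dosing: 12.8 µM single point, 1% DMSO | Incubation: Enzyme reaction with compound for 2 h at 37 °C | Technique: p-Nitrophenol epi absorbance | Read-out: % inhibition relative to enzyme-containing and enzyme-free wells | Benchmarks: High control without enzyme, low control DMSO plus TDP2 | Replicates: Singlicate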
# LEDGF integ inh: blockers of LEDGF/p75-dependent integrase strand transfer – biochemical, TR-FRET, high throughput, primary screen | 370,000 compounds, 0.64% hits | TR-FRET IN-LEDGF/p75 DNA integration, Eu/Cy5 | inhibition, % at 3.7 µM | HIV-1 integrase (with human LEDGF/p75);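 active = inhibition above the screen-wide mean plus 3 SD, cut at about 13% in these data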;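 note: signal is the Cy5 over europium emission ratio at 671 and 618 nm; 0% = plate median of compound wells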
# TCR CD3 inh: inhibitors of human TCR-CD3 interaction, primary screen, biochemical, fluorescence, TAMRA-labeled TCR probe | T-cell receptor (TCR) | inhibition, % at 9.4 µM | 360,000 compounds, 0.37% hits | AID 651800, 2012; in the data active = inhibition above about 19%;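 note: recombinant mutant TCR 2C K166C tagged with TAMRA read by polarization; 0% = receptor in buffer alone and 100% = receptor with positive control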
# An asterisk follows results filed as active; . = not tested or not shown; & = joins results of further samples.
SMILES,HTRA1 inh,GC-B act,MBD2 inh,rCAG RNA binder,SIAE inh,TCR CD3 inh,PRMT1 inh,ABHD4 inh,TDP2 inh,LEDGF integ inh
O=C(CCNC(=O)c1ccccc1)NCC1CCCCC1,11,2,-1,13,10,-1,0,0,6,1
CSc1nnc(-c2cc3ccccc3cc2O)n1C,-1,-2,2,-4,11,2,-1,0,-8,0
S=C(NCc1ccccc1)NN1CCOCC1,5,6,2,3,3,4,3,-3,11,-2
CN(C)S(=O)(=O)c1cc(NC(=O)CN2CCOCC2)ccc1Cl,8,-6,-4,1,-8,0,-3,-9,-18,4
COC(=O)Cc1[nH]n(-c2nc3ccccc3s2)c(=O)c1C(C)=O,8,-8,4,10,4,-6,9,9,17,3
Cc1onc(-c2ccccc2)c1-c1nc2cc(Cl)ccc2c(=O)o1,.,-10,-3,9,2,0,-4,-39,3,3
OCC1CCCN(C(=S)Nc2ccc(Nc3ccccc3)cc2)C1 (stereo unspecified),13,1,-1,2,10,-2,-2,4,0,-1
CCCc1ccc(NS(=O)(=O)c2c(C)oc(C)c2C(=O)OC)cc1,-24,-5,-3,-2,-2,2,-5,-1,-7,1
Cc1ccc(CNC(=O)COC(=O)c2cc(=O)[nH]c3ccccc23)cc1,-14,-1,2,3,-4,1,-1,6,3,-4
CCCCC1(C)NC(=S)N2N1C(=S)NC2(C)CCCC (stereo unspecified),.,-6,5,0,8,-3,6,2,-10,4
COc1ccc(-c2c(C#N)sc(C(N)=O)c2-c2ccc(OC)cc2)cc1,-9,-7,0,-1,-5,8,-1,-4,1,0
O=C(Nc1cnccn1)Nc1ccccc1Cl,-4,-2,1,1,-3,-2,2,2,-5,3
O=C(CN1CCN(c2ccccn2)CC1)Nc1ccccc1,-2,3,-3,-2,1,11,-2,2,4,-3
CC(C)(C)OC(=O)N[C@H](C(=O)OC(C)(C)C)c1ccccc1,1,1,0,-12,4,1,-2,3,3,1
CCOc1ccccc1CNC(=O)CCn1ccc2cc(S(=O)(=O)N3CCCCC3)ccc21,-15,-3,4,2,-6,7,-1,-4,-9,1
CSCCC(NC(=O)c1c(C)oc2c1CCCC2)C(=O)O (stereo unspecified),2,2,-3,3,-4,7,-3,5,10,0
CCOc1ccccc1NC(=O)CCS(=O)(=O)c1cccc2nonc12,2,5,-5,3,5,-3,2,1,-11,1
CCOc1cc(C(=O)OCC(=O)NCc2ccco2)cc(OCC)c1OCC,1,5,1,9,0,4,5,-2,-7,1
O=S(=O)(NCc1ccco1)c1ccc2ccccc2c1,-7,-2,-6,1,6,-3,-6,-1,-2,3
COC(=O)c1ccc(NS(=O)(=O)c2cc3c4c(c2)C(C)C(=O)N4CCC3)cc1 (stereo unspecified),7,1,1,10,3,-3,0,5,15,-1
CCOC(=O)Cc1nnc(Nc2ccc(C)cc2C)c2ccccc12,-3,3,-3,-4,-3,1,0,-1,4,4
CCNc1ccc(C(=O)N/N=C/c2c(C)nn(-c3ccccc3)c2N2CCCC2)cc1[N+](=O)[O-],3,3,-1,2,2,4,-2,7,4,-2
COc1ccc(CCNC(=O)CSc2ncnc3c2oc2ccccc23)cc1OC,4,-1,4,-11,-5,-1,0,-8,-3,-5
CCCCS(=O)(=O)N1CCCc2nc(-c3ccc(F)cc3)ccc21,.,-5,-2,5,5,0,2,-8,2,1
COCCCNC(=S)N/N=C/c1ccc(N(C)C)cc1Cl,6,9,0,1,11,-3,1,3,14,-4

# Taken from above (two entries):
SMILES,HTRA1 inh,GC-B act,MBD2 inh,rCAG RNA binder,SIAE inh,TCR CD3 inh,PRMT1 inh,ABHD4 inh,TDP2 inh,LEDGF integ inh
O=C(CCNC(=O)c1ccccc1)NCC1CCCCC1,11,2,-1,13,10,-1,0,0,6,1
CSc1nnc(-c2cc3ccccc3cc2O)n1C,-1,-2,2,-4,11,2,-1,0,-8,0

# Random excerpt: three records from the list
SMILES,HTRA1 inh,GC-B act,MBD2 inh,rCAG RNA binder,SIAE inh,TCR CD3 inh,PRMT1 inh,ABHD4 inh,TDP2 inh,LEDGF integ inh
CCCCC1(C)NC(=S)N2N1C(=S)NC2(C)CCCC (stereo unspecified),.,-6,5,0,8,-3,6,2,-10,4
O=C(CN1CCN(c2ccccn2)CC1)Nc1ccccc1,-2,3,-3,-2,1,11,-2,2,4,-3
COc1ccc(-c2c(C#N)sc(C(N)=O)c2-c2ccc(OC)cc2)cc1,-9,-7,0,-1,-5,8,-1,-4,1,0

# Next section:
SMILES,HTRA1 inh,GC-B act,MBD2 inh,rCAG RNA binder,SIAE inh,TCR CD3 inh,PRMT1 inh,ABHD4 inh,TDP2 inh,LEDGF integ inh
CCOC(=O)C(NC(=O)NC1CCCCC1)(c1ccccc1)C(F)(F)F (stereo unspecified),6,-1,1,1,5,6,-3,1,6,-2
O=C(O)CCC(=O)N1N=C(c2ccc(Br)cc2)CC1c1cccc(Br)c1 (stereo unspecified),-7,-7,1,21,7,6,-2,1,12,1
CSc1nc(Oc2ccccc2)c2sccc2n1,-11,1,0,-1,6,2,-2,-7,-4,3
COc1ccccc1NC(=S)NC1CC2CCC1C2 (stereo unspecified),6,1,0,-4,3,-4,3,7,-3,-3
Cc1cc(/C=N/Nc2ncnc(N)c2[N+](=O)[O-])c(C)n1-c1ccccc1,31,-8,-13,3,9,-1,-3,11,1,0
CCN1CCN(Cc2ccc(NC(=O)c3cc(NC(=O)c4ccno4)cc(OC)c3)cc2C(F)(F)F)CC1,-29&-23,-3&5,2&-2,1&-5,-10&-12,5&0,0&-2,-1&-4,12&4,0&-2
O=c1c2ccccc2nc2n1C(CBr)CS2 (stereo unspecified),-3,0,-5,-2,1,4,3,-1,-1,2
CCNC(=O)C1(C)CCCN(Cc2cc(-c3ccccc3)n(C)n2)C1 (stereo unspecified),.,0,2,-2,3,0,-1,9,2,-1
CCN1CCN(C(=O)c2ccc(Cl)c(S(=O)(=O)N3CCCCC3)c2)CC1,5,-1,0,-8,-1,-1,-1,6,10,-2
Cc1nc(-c2ccccc2)sc1C(=O)NN,-8,-4,1,5,1,1,-3,5,5,3
COc1ccc(-c2oc3cc(OC(C)=O)cc(OC(C)=O)c3c(=O)c2OC)cc1,-3,-1,4,8,-6,6,-2,-20,4,0
COc1ccc(OCc2nnc3n2N=C(c2ccc(Br)cc2)CS3)cc1,-18,-1,-5,0,-12,-4,-1,-1,3,0
O=C(Nc1ccc2c(c1)OCO2)C1CCN(c2ccc(S(=O)(=O)N3CCOCC3)cc2)CC1,6,0,1,1,-6,1,0,0,10,1
CC(C)C12CCC(C(=O)O)C(C1)C(=O)O2 (stereo unspecified),3,6,-2,0,-2,1,-4,0,7,-4
COc1cccc(OC)c1C(=O)N1CCN(Cc2ccccc2F)CC1,6,4,-5,3,7,-3,0,8,10,0
CC(C(=O)NC1CCCCCC1)n1cc([N+](=O)[O-])cn1 (stereo unspecified),4,-6,-7,2,3,-2,-3,-1,-8,4
CCN(CC)CCCNC(=O)CCC(=O)Nc1ccc2nc(N3CCC(C)CC3)cc(C)c2c1,12,4,5,-3,10,10,1,7,4,-2
O=C(C(c1ccccc1)c1ccccc1)N1CCN(Cc2ccc(Br)cc2)CC1,2,0,3,0,-5,1,-1,-5,-6,-3
COc1ccccc1N(CC(O)Cn1c(C)nc2ccccc21)S(=O)(=O)c1ccccc1 (stereo unspecified),0,1,-1,-4,7,2,-3,-2,-3,7
COc1cc2c(cc1OC)CN(Cc1cc(OC)c3c(c1)OCO3)CC2,5,5,-1,-7,2,5,-6,8,24,2
O=C(O)c1cc([N+](=O)[O-])cc2c1C=Cc1ccccc1O2,7,6,4,12,1,3,6,2,12,2
NC1=NC(=O)C(Cc2ccccc2)S1 (stereo unspecified),0,-5,6,-2,2,-1,7,-6,-2,-2
Cc1c(NC(=O)/C(C#N)=C/c2ccc(-c3ccccc3Cl)o2)c(=O)n(-c2ccccc2)n1C,-22,3,-5,7,4,7,-1,-13,-13,-2
CCCOC(=O)C1=C(C)NC2=C(C(=O)CC(C)(C)C2)C1c1cccnc1 (stereo unspecified),-1,-8,5,-4,6,5,-1,-1,-3,1
CC(C)(C)c1ccc(C(=O)NCC(=O)OCCN2C(=O)c3ccccc3C2=O)cc1,-8,0,0,-3,4,-4,-3,1,-12,4
Cc1ccc(S(=O)(=O)N2[C@@H](c3ccc(C(C)C)cc3)C(C(=O)O)=C[C@H]2C(C)(C)C)cc1,-24,1,5,69*,-2,1,3,4,3,1
N#Cc1ccc(/C=C2\CC3(OC(=O)C4CCCCC4)CCCN2C3)cc1 (stereo unspecified),.,1,-1,4,-1,.,-1,4,-1,-3

# Looked up above.
# GC-B act, `CC(C)(C)c1ccc(C(=O)NCC(=O)OCCN2C(=O)c3ccccc3C2=O)cc1` is entered as 0
# MBD2 inh, `Cc1nc(-c2ccccc2)sc1C(=O)NN` is entered as 1
# PRMT1 inh, `COc1ccccc1NC(=S)NC1CC2CCC1C2` (stereo unspecified) is entered as 3

# Some of the compounds tested. The share of hits here may be higher or lower than overall.
